# FEN1 inh: human FEN1 inhibition; AID 588795; Potency, µM (series often up to 114 µM), for the others: at the highest dose activity change, negative = inhibition, most hits filed as inhibitors; Recombinant FEN1 flap cleavage, fluorescence, 15 min; 390,000 compounds, 0.35% hits; P39748; note: nearly all actives have a fitted effect of over 65% in size
#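 Nuclease activity of 10 nM FEN1 was measured after 15 min of room-temperature exposure to titrated compounds, by adding 50 nM flap substrate and reading plates at 0 and 15 min.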
# KAT2A inh: blocks human GCN5L2 histone acetyltransferase; Potency, µM (series often up to 58.9 µM), without a hit: at the highest dose activity change, negative = inhibition, hits mostly inhibitors; GCN5L2 HAT assay, ThioGlo1 CoA-SH fluorescence; 390,000 compounds, 0.21% hits; Q92830
# Target sequence (Q92830 whole entry, looked up): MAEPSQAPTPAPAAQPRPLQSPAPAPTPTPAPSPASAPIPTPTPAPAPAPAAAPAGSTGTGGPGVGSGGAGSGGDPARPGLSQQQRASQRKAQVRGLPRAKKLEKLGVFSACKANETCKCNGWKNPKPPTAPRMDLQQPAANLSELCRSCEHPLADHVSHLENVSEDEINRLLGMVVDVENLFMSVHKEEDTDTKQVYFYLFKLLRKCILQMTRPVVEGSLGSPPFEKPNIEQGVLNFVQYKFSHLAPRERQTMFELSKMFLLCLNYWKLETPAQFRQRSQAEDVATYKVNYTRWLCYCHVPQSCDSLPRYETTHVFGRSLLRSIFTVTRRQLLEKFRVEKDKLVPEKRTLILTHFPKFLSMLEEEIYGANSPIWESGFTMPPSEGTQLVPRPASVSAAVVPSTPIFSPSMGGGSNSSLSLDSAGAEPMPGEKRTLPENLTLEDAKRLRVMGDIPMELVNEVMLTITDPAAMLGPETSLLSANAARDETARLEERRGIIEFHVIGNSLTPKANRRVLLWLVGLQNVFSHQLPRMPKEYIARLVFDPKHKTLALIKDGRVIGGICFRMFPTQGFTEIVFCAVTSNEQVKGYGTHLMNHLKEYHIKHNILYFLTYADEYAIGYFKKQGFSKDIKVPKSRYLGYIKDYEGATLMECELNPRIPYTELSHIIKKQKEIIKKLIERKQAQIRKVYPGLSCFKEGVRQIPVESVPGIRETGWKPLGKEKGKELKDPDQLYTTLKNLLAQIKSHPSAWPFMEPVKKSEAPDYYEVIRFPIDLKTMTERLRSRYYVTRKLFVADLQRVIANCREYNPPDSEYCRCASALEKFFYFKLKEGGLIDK
#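 Titration-based screen in which CoA formation is detected via maleimide probe ThioGlo1 (50uM) turning fluorescent on thiol reaction; substrates H3(1-25) 75uM and acetyl-CoA 70uM, GCN5L2 20nM, 20 min incubation at room temperature.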
# DT40 TDP1 CPT: DT40-hTDP1 cell growth loss with CPT; chicken DT40 Tdp1-/-;hTDP1 cells + 20 nM CPT, ATP luminescence, 48 h; Potency, µM (series often up to 46.2 µM), for inactives: top-dose activity change, negative = growth inhibition, hits mostly inhibitors; 420,000 compounds, 12% hits; note: nearly all actives have a fitted effect of over 55% in size
#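 Chicken DT40 Tdp1-/- cells stably complemented with human TDP1 were seeded at 400 cells/well in medium containing 20 nM camptothecin, exposed to pin-transferred compounds, and grown at 37 °C for at least 48 hr. Viability was read as ATP luminescence.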
# An asterisk follows results filed as active; ? = inconclusive; . = no result given; & = joins results of further samples. Calls come from the whole dose curve; as a rule, active = well fitted curve in the direction sought with a large enough effect; inconclusive = small, poorly fitted or top-dose-only effect, or another doubt; inactive = no such curve, though single readings can be large; an effect the other way counts as inactive or inconclusive. % is set by controls: 0 for no effect and ±100 for the full control effect; potency is the fitted concentration of half-maximal effect. These rows are one share of the data (hit frequency here may not be typical).
# A first look:
SMILES,FEN1 inh,KAT2A inh,DT40 TDP1 CPT
Cc1c(C)c2ccc(OC(C)C(=O)NCCCN3CCOCC3)c(C)c2oc1=O (configuration not stated),23.7%,-5.6%,8.8%
CCOc1ccccc1N1CCN(C(=O)c2cc[n+]([O-])cc2)CC1,-0.9%,20.4%,-0.4%
CCSc1nnc2c(n1)[nH]c1c(C)cccc12,-12.3%,-0.1%,13µM*
CCCCCOC(=O)C1C2C=CC3(CN(c4ccccc4C)C(=O)C13)O2 (configuration not stated),7.4%,-4.2%,-13.4%
N#Cc1ccccc1NC(=O)CNc1ccccc1N1CCCCC1,-4.8%,-1.1%,?
Cc1ccccc1S(=O)(=O)Nc1ncc(C(F)(F)F)cc1Cl,-5.4%,1.9%,-5.8%
CCOc1ccc(NC(=O)c2ccc(F)c(S(=O)(=O)N3CCN(c4ccccn4)CC3)c2)cc1,-0.7%,-1.4%,?

# The whole of this part (from the top)
SMILES,FEN1 inh,KAT2A inh,DT40 TDP1 CPT
Cc1c(C)c2ccc(OC(C)C(=O)NCCCN3CCOCC3)c(C)c2oc1=O (configuration not stated),23.7%,-5.6%,8.8%
CCOc1ccccc1N1CCN(C(=O)c2cc[n+]([O-])cc2)CC1,-0.9%,20.4%,-0.4%
CCSc1nnc2c(n1)[nH]c1c(C)cccc12,-12.3%,-0.1%,13µM*
CCCCCOC(=O)C1C2C=CC3(CN(c4ccccc4C)C(=O)C13)O2 (configuration not stated),7.4%,-4.2%,-13.4%
N#Cc1ccccc1NC(=O)CNc1ccccc1N1CCCCC1,-4.8%,-1.1%,?
Cc1ccccc1S(=O)(=O)Nc1ncc(C(F)(F)F)cc1Cl,-5.4%,1.9%,-5.8%
CCOc1ccc(NC(=O)c2ccc(F)c(S(=O)(=O)N3CCN(c4ccccn4)CC3)c2)cc1,-0.7%,-1.4%,?
Cc1cccc(C)c1NC(=O)C(NS(=O)(=O)c1ccc2c(c1)CCC(=O)N2)c1ccccc1 (configuration not stated),9.4%,-6.2%,-16.5%
C=CCOc1ccc(CNC(C)(C)C)cc1OC,8.2%,-7.9%,-8.3%
CC1(NC(=S)Nc2ccc3ccccc3c2)CCS(=O)(=O)C1 (configuration not stated),-9.7%,1.1%,-20.7%
O=c1c2cc(NC(=S)NCCN3CCCCCC3)ccc2nc2n1CCCCC2,-10.2%,-7.4%,0.7%
COCCN(C(=O)CSc1nnc(C)n1-c1ccccc1)c1c(N)n(Cc2ccccc2)c(=O)[nH]c1=O,2.7%,-3.1%,-2.5%
COc1ccc(Cl)cc1NC(=O)CN(C)C(=O)c1ccc(C)s1,-1.6%,-0.3%,13.1%
CCOC(=O)N1CCN(C(=O)c2ccc3c(c2)N(C)C(=O)/C(=C\c2ccc(OCC)c(OC)c2)S3)CC1,0.8%,-13.9%,?
CC(=O)c1cccc(NS(=O)(=O)c2cccc(S(=O)(=O)c3ccc(Br)cc3)c2)c1,7.4%,-2.8%,?
CCNC(=S)N(CCN(CC)CC)Cc1cc2cc3c(cc2[nH]c1=O)OCO3,-15.5%,-3.9%,-19.8%
O=S(=O)(NC1CC1)c1ccc(S(=O)(=O)N2CCCC3(CCCCC3)C2)cc1,8.7%,1.9%,13µM*
CCN(CCCNC(=O)C1CCN(S(=O)(=O)c2cnc[nH]2)CC1)c1cccc(C)c1,2.6%,-1.9%,-25.3%
O=C(COC(=O)Cc1c(Cl)cccc1Cl)Nc1ccccc1-c1ccccc1,-9.9%,-9.9%,?
COc1ccc2c(c1)OC[C@H]1[C@H]2N2C(=O)CN(Cc3ccco3)C(=O)[C@@]2(C)[C@H]1c1ccccc1,4.1%,-3.5%,?
COc1ccc(-c2cc(C)no2)cc1S(=O)(=O)NCc1cccs1,0.9%,-7.9%,14.6µM*
Cc1c(NC(=O)COC(=O)c2ccc(S(=O)(=O)N3CCOCC3)cc2)c(=O)n(-c2ccccc2)n1C,-4.3%,-4.2%,-2.8%
CCn1c(SCC(=O)N2CCN(c3ccc(Cl)cc3)CC2)nc2ccccc2c1=O,-2.1%&-17.0%,-14.5%,?
COc1ccccc1-n1cnc(N)c1C(=O)c1ccccc1,-4.3%,-6.8%,9.2µM*
COc1ccccc1Oc1ccc(S(=O)(=O)N2CCCC2)cc1,0.7%,-16.6%,-3.7%
CN(C(=O)c1cccc(NC(=O)Cc2cccc(NC(=O)C3CCCN(C(=O)c4ccccc4)C3)c2)c1)C1CC1 (configuration not stated),-20.5%,.,-11.8%
CCOC(=O)C1=C(COC(=O)CNC(=O)c2cccc(C)c2)NC(=O)NC1C (configuration not stated),5.5%,-14.3%,-1.5%
CCOC(=O)c1[nH]c(C)c(C(=O)N(CC)CC)c1C,-3.3%,-1.4%,-16.3%
CCCCn1c(N)c(N(CCOC)C(=O)COC(=O)/C=C/c2ccc(Br)cc2)c(=O)[nH]c1=O,7.9%,-0.7%,-16.8%
C[C@@H]1CN([C@@H](C)CO)C(=O)c2cccc(NS(=O)(=O)c3ccc(F)cc3)c2O[C@H]1CN(C)C(=O)NC1CCCCC1,0.6%,-0.9%,?
O=C(CCN1C(=O)/C(=C/c2ccc(Cl)cc2)SC1=S)Nc1cccnc1,-3.6%,-6.7%,29.1µM*
CC(=O)Nc1ccc(SCC(=O)NCCc2ccc(F)cc2)cc1,-3.0%,-4.6%,-2.4%
O=C(Cn1nnc(-c2ccc(CN3CCOCC3)cc2)n1)Nc1nc(-c2ccccc2)cs1,-6.7%,-9.8%,?
Fc1ccc(-c2cc(C(F)(F)F)nc(NCc3ccccc3)n2)cc1,-1.0%,-10.0%,?
O=C1C2C3CCCC3=C3CCCC3C2C(=O)N1c1ccc(F)cc1 (configuration not stated),6.5%&17.3%,0.1%,?
CN1C(=O)N(CC(=O)Nc2sccc2C(N)=O)C(=O)C12CCCCC2,-1.0%,-3.4%,-10.2%
Cc1c(Br)ccc(NC(=O)COc2ccccc2C(N)=O)c1C,5.3%,1.9%,-28.1%
CC(C)NCC(O)COCCOc1ccc(Cl)cc1 (configuration not stated),-6.7%,2.0%,-5.2%
O=C(CC1C(=O)NCCN1C(=O)Nc1ccccc1)Nc1ccc(F)cc1 (configuration not stated),7.8%,-3.7%,-7.7%
COc1cccc(N(C(=O)c2ccco2)C(C(=O)NC2CCCC2)c2cccnc2)c1 (configuration not stated),0.8%,-9.7%,-1.5%
COc1ccc(C2C(C(=O)c3ccccc3)N3c4ccccc4C=CC3C2[N+](=O)[O-])cc1 (configuration not stated),-7.0%,1.8%,7.31µM*
CCN1C/C(=C/c2ccc(OC)c(O)c2)C(=O)/C(=C/c2ccc(OC)c(O)c2)C1,-6.2%,1.5%,13µM*
COc1cccc(/C=N/n2c(-c3ccco3)nc3ccccc3c2=O)c1,-0.4%,-3.9%,?
COc1c(Cl)cc(-c2noc(C)c2C(=O)NCc2ccc3c(c2)OCO3)cc1Cl,-5.2%,-2.4%,-25.0%
Cc1ccc(C(=O)CCC(=O)Nc2ccccc2F)cc1,6.0%,-8.4%,-14.6%
O=C(NCCCN1CCOCC1)c1cccc(S(=O)(=O)N2CCc3ccccc3C2)c1,0.2%,-7.3%,?
Cc1cc(C#N)c2ccccc2n1,-0.2%,1.6%,1.2%
CCN(CC)C(=O)COC(=O)c1ccc(C)c(NC(=O)c2ccco2)c1,2.8%,-2.6%,-6.1%
O=C(COC(=O)C1CCN(S(=O)(=O)c2cccs2)CC1)Nc1ccccc1,-2.7%,2.2%,8.7%
CCc1ccc(NC(=O)c2n[nH]c(=O)c3ccccc23)cc1,7.3%,-4.9%,-0.7%
CN(C)S(=O)(=O)c1ccc(C(=O)NCC2CC2(Cl)Cl)cc1 (configuration not stated),2.8%,-0.5%,?
Cc1ccc(-c2nn(CCC(N)=O)c(=O)c3ccccc23)cc1,16.2%&-2.8%,-0.3%&-7.2%,-7.2%&-11.8%
CCOc1ccccc1NC(=O)Cn1c(=O)n(-c2ccc(F)cc2)c(=O)c2c3c(sc21)CN(C(C)=O)CC3,4.5%,-7.7%,13.2%
CCNC(=O)CN(Cc1ccccc1)S(=O)(=O)c1ccccc1,-8.2%,-11.6%,4.9%
O=C(O)c1ccc([N+](=O)[O-])c2c1C(=O)c1ccccc1C2=O,-9.5%,.,-5.1%
COc1cccc(-c2c(C(=O)N/N=C/c3ccco3)nnn2-c2nonc2N)c1,-3.3%,-11.7%,-4.0%
Cc1ccc(NC(=O)c2nc[nH]c2C(=O)NCCCNC(=O)c2[nH]cnc2C(=O)Nc2ccc(C)cc2)cc1,20.0%,1.5%,16.4µM*
CC(OC(=O)c1ccc(S(=O)(=O)NCc2ccco2)cc1)C(=O)Nc1ccccc1 (configuration not stated),-5.0%,-8.2%,?
COc1ccc(NC(=O)CN(C)C(=O)c2cc(-c3ccco3)nc3ccccc23)cc1,?,20µM*,?
COc1ccc(NC(=O)C(C)Sc2nnc(C3CC3)n2C2CC2)cc1 (configuration not stated),4.6%,3.4%,2.4%

# New compounds follow:
SMILES,FEN1 inh,KAT2A inh,DT40 TDP1 CPT
CC(NC(=O)Cc1ccccc1)C1COc2ccccc2O1 (configuration not stated),-3.5%,3.0%,5.2%
CC(C)C1(C2CCCC2)NC(=O)NC1=O (configuration not stated),1.3%,.,0.6%
CSc1ccc(/C=N/NC(=O)COc2ccc(Br)cc2Cl)cc1,-5.4%,-3.6%,-10.2%
COc1ccc(-n2cc(CN[C@H]3CCCCNC3=O)c(-c3cccc(F)c3)n2)cc1,?,-14.5%,5.8µM*
CCOc1cc(C#N)c(NC(=O)c2ccc(OC)c(S(=O)(=O)N3CCCCC3)c2)cc1OCC,-13.9%,-3.0%,?
Cc1cc(C)c(S(=O)(=O)N2CCCCC2CCNC(=O)C(=O)NCc2cccnc2)c(C)c1 (configuration not stated),1.3%,-1.1%,11.6µM*
COC(=O)Nc1ccc(S(=O)(=O)N2CCCC(C(=O)N3CC(C)OC(C)C3)C2)cc1 (configuration not stated),-7.3%,-4.5%,?
CN(C)C(=O)c1ccc(-n2nc(C(F)(F)F)c3c2CCCC3)cc1,12.7%,-4.5%,?
COc1cc(NC(=O)CSc2nnc3c(n2)[nH]c2ccc(OC)cc23)cc(OC)c1,18.9%,.,-20.7%
COC(=O)c1cccc(NC(=S)N2CCCCC2)c1,-0.9%,-0.9%,-4.1%
NCCc1nnc(SCc2ccc(F)cc2)o1,1.3%,-1.8%,-10.8%
CCOC(=O)c1[nH]c2ccc(Br)cc2c1NC(=O)CCN1CCN(C(=O)OCC)CC1,-6.8%,-3.9%,?
CC1CC(OC(=O)C(O)c2ccccc2)CC(C)(C)C1 (configuration not stated),.,-8.7%,?
C=CCNc1nc(-c2ccccn2)nnc1-c1ccccc1,-6.0%,-4.0%,?
COC(C(=O)Nc1ccnn1C1CCN(Cc2ccccn2)CC1)c1ccccc1 (configuration not stated),0.0%,-9.5%,1.3%

# 2 compounds from above, showing only FEN1 inh and DT40 TDP1 CPT:
Molecule | FEN1 inh | DT40 TDP1 CPT
COC(=O)c1cccc(NC(=S)N2CCCCC2)c1 | -0.9% | -4.1%
NCCc1nnc(SCc2ccc(F)cc2)o1 | 1.3% | -10.8%

# The list goes on:
SMILES,FEN1 inh,KAT2A inh,DT40 TDP1 CPT
COc1ccc(C(=O)c2cn[nH]c2-c2cc(C)ccc2O)cc1,-18.8%,-10.8%,-28.5%
O=C(CN1N=C(c2ccc(Cl)cc2)CCC1=O)NCc1ccc(F)cc1,-13.4%,-5.6%,-18.1%
CCN(CC(=O)NC1CCS(=O)(=O)C1)C(=O)c1ccc(S(=O)(=O)N(CC)CC)cc1 (configuration not stated),-13.5%,2.0%,10.2%
COc1ccc(C(=O)COC(=O)CNC(=O)c2ccccc2)cc1F,-1.0%,-0.3%,2.7%
CCC(=O)Nc1ccc(/C(C)=N\NC(=O)c2ccc(OC)cc2)cc1,5.5%,-1.8%,-5.3%
O=C(Nc1ccccc1O)c1cccc(S(=O)(=O)N2CCOCC2)c1,12.7%,1.1%,26.0%
O=C(Nc1ccc(O)c(-c2nc3ccccc3o2)c1)C1(c2ccc(Cl)cc2)CCCC1,-5.3%,?,?
COc1ccc(-c2oc3ccc(-c4cc(OC)c(OC)c(OC)c4)cc3c2C(=O)c2ccc(OC)nc2)cc1,-6.0%,-3.3%,?
CCOc1ccc(-c2nnc3sc(COc4ccccc4)nn23)cc1,-5.7%,-5.9%,?
Cc1ccc(C)c2[nH]c(=O)c(CCNC(=O)c3cc4ccccc4o3)cc12,7.5%,-0.7%,18.4µM*
Nc1nc(Nc2ccccc2F)nc(N2CCCC2)c1[N+](=O)[O-],4.7%,-0.2%,?
COc1ccc(CCNC(=O)C(C)OC(=O)c2cccs2)cc1OC (configuration not stated),1.8%,-1.6%,1.2%

# Screening data (PubChem BioAssay)
